Screens as filed in PubChem BioAssay.
KOR beta-arrestin-1 = KOR antagonists, beta-arrestin recruitment, cell-based, luminescence, uHTS (AID 1778) | Kappa-type opioid receptor (Homo sapiens) | KOR beta-arrestin recruitment, luminescence, antagonist mode; higher % means a stronger effect | inhibition, % at 10 µM; hits with a dose series show IC50 in µM | actives 0.091% (n = 290,000); note: strong numbers were not always called active
human PMI inhibitors = human PMI inhibitors, high substrate, primary screen, biochemical, fluorescence intensity, high mannose 6-phosphate (AID 1220); recombinant PMI enzyme, coupled fluorescence intensity; higher % means a stronger effect; Mannose-6-phosphate isomerase (Homo sapiens); inhibition, % at 20 µM, or IC50 in µM where a hit was titrated; actives 0.66% (n = 190,000)
NOD2 inhibition = NOD2 signaling inhibitors, cell-based, luminescence, uHTS, HEK293 (AID 1566) | HEK293 NOD2/NF-kB luciferase reporter, luminescence; higher % means a stronger effect | inhibition, % at 4 µM; hits with a dose series show EC50 in µM | actives 0.63% (n = 290,000); note: many of its hits are not listed in these tables
TNAP activators = human TNAP enzyme activators, primary screen, biochemical, luminescent, no phosphate acceptor, uHTS (AID 1001); Alkaline phosphatase, tissue-nonspecific isozyme (Homo sapiens); purified TNAP, luminescent activation assay, no phosphate acceptor; higher activation fold means a stronger effect; activation fold at 20 µM, or EC50 in µM where a hit was titrated; actives 0.03% (n = 200,000); in the data active = activation fold from about 3, or a potency from the dose series; inactive = the rest, 99 in 100 with activation fold below about 1.6; note: many of its hits are not listed in these tables
NOD1 NF-kB reporter = NOD1 signaling inhibitors, primary screen, cell-based, luminescence, uHTS (AID 1578). NOD1-driven NF-kB luciferase reporter cells, luminescence; higher % means a stronger effect. actives 1% (n = 290,000). inhibition, % at 4 µM, or EC50 in µM where a hit was titrated; in the data active = inhibition mostly above about 36%, no sharp cut-off; inactive = mostly below about 34%;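 note: HEK-293T reporter cells stimulated with the NOD1 agonist gamma-tri-DAP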
KOR beta-arrestin-2 = KOR agonists, beta-arrestin recruitment, primary screen, cell-based, luminescence, uHTS (AID 1777); Kappa-type opioid receptor (Homo sapiens); KOR beta-arrestin recruitment, luminescence; higher % means a stronger effect; activation, % at 10 µM; hits with a dose series show EC50 in µM; actives 0.02% (n = 280,000); in the data active = activation above about 50%, passing the limit was not always enough; note: a part of the inactive calls stands beside numbers as strong as those of hits
PMI inhibitors = inhibitors of human PMI, primary screen, biochemical, fluorescence intensity, coupled assay (AID 1209); one-dose inhibition, % at 20 µM; IC50 in µM for titrated hits; actives 0.42% (n = 190,000); purified PMI enzyme, coupled fluorescence intensity; higher % means a stronger effect; Mannose-6-phosphate isomerase (Homo sapiens);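 note: plate controls were DMSO vehicle for no effect and wells lacking substrate for full effect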
LYP inhibition = inhibitors of LYP phosphatase, biochemical, fluorescence intensity, uHTS (AID 1779) | recombinant LYP phosphatase, fluorescence intensity; higher % means a stronger effect | one-dose inhibition, % at 11.5 µM; IC50 in µM for titrated hits | Tyrosine-protein phosphatase non-receptor type 22 (Homo sapiens) | actives 0.054% (n = 290,000);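 note: plate controls were vehicle with enzyme for no effect and no enzyme for full effect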
XIAP antagonists = XIAP antagonists, biochemical, IAP family, fluorescence polarization (AID 1018). E3 ubiquitin-protein ligase XIAP (Homo sapiens). XIAP BIR domain, fluorescence polarization peptide displacement; higher % means a stronger effect. one-dose displacement, % at 20 µM; IC50 in µM for titrated hits. actives 0.007% (n = 200,000); in the data active = displacement above about 50%; note: a part of the inactive calls stands beside numbers as strong as those of hits
* = called active by the depositor; . = no result given; [ ] = dose if it differs, or a comment. Cut-off read from the data, not from the text of the source, unless noted: active = inhibition above about 50%; inactive = the rest. These rows are one share of the data; the hit share may differ from the screen's.

SMILES	KOR beta-arrestin-1	human PMI inhibitors	NOD2 inhibition	TNAP activators	NOD1 NF-kB reporter	KOR beta-arrestin-2	PMI inhibitors	LYP inhibition	XIAP antagonists
COc1ccc(COC(=O)C2=C(C)NC(=O)NC2c2ccc(F)cc2)cc1 (stereo not given)	-11.4%[20 µM]	.	50.5%*	.	34.5%	-3.4%	.	-8.0%	.
CCCCn1c(CN2CCOCC2)nc2c1c(=O)n(C)c(=O)n2C	-21.1%	-1.4%	-4.1%	1.1	-13.3%	-1.3%	3.2%	-3.5%	-5.4%
COc1ccc(CCNC(=O)C2CCN(c3nccc(C)n3)CC2)cc1	-10.8%[20 µM]	-6.7%	14.6%	1.1	-29.2%	-5.6%	-2.5%	1.4%	-1.6%
CC1(CC(=O)O)C(=O)N=C2C=CC=CN21 (stereo not given)	17.9%	-11.2%	8.4%	1.1	-41.1%	-4.4%	-11.5%	-7.2%	-3.0%
Cc1cc(C)nc(Nc2n[nH]c(-c3ccccc3Cl)n2)n1	-13.0%[20 µM]	3.3%	-34.4%	2.3	-48.0%	1.9%	-2.2%	-1.9%	-13.6%
O=C(CCC1CCCC1)N1CCN(S(=O)(=O)Cc2ccccc2)CC1	-18.8%	10.1%	22.2%	1.1	-4.2%	.	10.0%	-2.7%	-1.3%
CCOc1ccccc1-n1c(=S)sc2c(=O)n(-c3ccccc3)c(=S)[nH]c21	7.2%	12.2%	5.7%	1.1	-3.5%	-2.8%	8.5%	1.6%	-20.4%
O=C(c1cc(-c2ccccc2)on1)N1CCCC1	-10.7%	7.2%	-76.7%	1	-36.5%	0.8%	7.5%	-2.7%	-4.5%
COC(=O)[C@@H]1C[C@@]2(O)[C@@H](O)[C@@H](O)[C@@H](O)C[C@H]2N1CC1CCCCC1	-19.8%	.	-13.0%	.	-9.1%	2.3%	.	1.4%	.
CCOc1ccccc1N(CC(=O)Nc1ccccc1C(=O)N1CCOCC1)S(C)(=O)=O	0.2%	.	0.1%	.	-32.6%	-0.3%	.	-3.8%	.
Cc1ccc(N/N=C/c2c(C)c(C#N)c(=O)n(C)c2O)cc1C	-85.9%[20 µM]	23.3%	-18.4%	1.1	3.8%	-2.8%	39.1%	-6.2%	-4.5%
COc1cc(CN2CCC(Oc3cc(C(=O)NC4CC4)ccc3OC)CC2)cc(OC)c1	-13.9%	.	7.1%	.	-13.3%	1.6%	.	-7.6%	.
CN(Cc1ccccc1)C(=O)C1CCN(S(C)(=O)=O)CC1	-6.8%[20 µM]	10.8%	6.7%	1	-35.2%	.	13.6%	-6.0%	-1.8%
Cc1ccc(SCC(=O)N/N=C/c2ccco2)cc1	0.3%	.	-0.5%	.	-124.8%	-4.8%	.	-5.9%	.
NC(=O)c1ccccc1NC(=O)N1CCOCC1	15.1%	.	11.4%	.	-19.1%	-6.3%	.	-0.6%	.

Molecules listed so far with an NH in an aromatic ring, in the order listed:
SMILES	KOR beta-arrestin-1	human PMI inhibitors	NOD2 inhibition	TNAP activators	NOD1 NF-kB reporter	KOR beta-arrestin-2	PMI inhibitors	LYP inhibition	XIAP antagonists
Cc1cc(C)nc(Nc2n[nH]c(-c3ccccc3Cl)n2)n1	-13.0%[20 µM]	3.3%	-34.4%	2.3	-48.0%	1.9%	-2.2%	-1.9%	-13.6%
CCOc1ccccc1-n1c(=S)sc2c(=O)n(-c3ccccc3)c(=S)[nH]c21	7.2%	12.2%	5.7%	1.1	-3.5%	-2.8%	8.5%	1.6%	-20.4%

Retrieved by structure from above, four records:
SMILES	KOR beta-arrestin-1	human PMI inhibitors	NOD2 inhibition	TNAP activators	NOD1 NF-kB reporter	KOR beta-arrestin-2	PMI inhibitors	LYP inhibition	XIAP antagonists
CN(Cc1ccccc1)C(=O)C1CCN(S(C)(=O)=O)CC1	-6.8%[20 µM]	10.8%	6.7%	1	-35.2%	.	13.6%	-6.0%	-1.8%
CCOc1ccccc1N(CC(=O)Nc1ccccc1C(=O)N1CCOCC1)S(C)(=O)=O	0.2%	.	0.1%	.	-32.6%	-0.3%	.	-3.8%	.
CCCCn1c(CN2CCOCC2)nc2c1c(=O)n(C)c(=O)n2C	-21.1%	-1.4%	-4.1%	1.1	-13.3%	-1.3%	3.2%	-3.5%	-5.4%
CC1(CC(=O)O)C(=O)N=C2C=CC=CN21 (stereo not given)	17.9%	-11.2%	8.4%	1.1	-41.1%	-4.4%	-11.5%	-7.2%	-3.0%

Next section:
SMILES	KOR beta-arrestin-1	human PMI inhibitors	NOD2 inhibition	TNAP activators	NOD1 NF-kB reporter	KOR beta-arrestin-2	PMI inhibitors	LYP inhibition	XIAP antagonists
CN(C(=O)COC(=O)c1cccc(NS(=O)(=O)c2ccc(F)c(F)c2)c1)C1CCS(=O)(=O)C1 (stereo not given)	20.6%	-2.1%	-5.7%	1.1	-23.4%	-3.9%	-5.2%	-4.1%	-3.7%
CCC(O)CNc1nc(SC)nc2sc3c(c12)CCN(C)C3 (stereo not given)	7.2%	15.9%	11.4%	1.1	-9.1%	-2.5%	8.5%	-14.5%	3.3%
O=S(=O)(c1ccc(Br)cc1)c1cnc2ccccc2n1	-9.4%	-2.1%	15.4%	1	-6.3%	-0.5%	-0.8%	4.0%	-5.8%
S=C(Nc1ccccc1)Nc1ccc2cn[nH]c2c1	-28.9%	.	-28.1%	.	6.7%	11.6%	.	-10.4%	.
O=C(COc1ccc(Br)cc1CO)Nc1ccccc1F	17.4%	-3.4%	-47.4%	1	-33.4%	3.3%	-2.6%	-5.1%	-4.7%
COc1cccc(-c2nc(CS(=O)(=O)CC(=O)NCCCN3C(C)CCCC3C)c(C)o2)c1 (stereo not given)	-6.4%	.	8.2%	.	-11.8%	0.8%	.	-10.3%	.
COc1cc(/C=C(\C#N)C(=O)NCC2CCCO2)ccc1OCCC(C)C (stereo not given)	12.0%	.	9.0%	.	-2.0%	.	.	-4.4%	.
O=C(CCN1CCOCC1)Nc1cccc(Br)c1	11.3%	-0.1%	-3.7%	1.1	-14.5%	-4.3%	3.8%	-3.6%	-1.2%
CCOC(=O)c1cc(-c2cccnc2)nn1-c1ccccn1	-17.5%	13.1%	20.9%	1.1	14.2%	2.4%	-13.5%	-10.3%	-3.5%
CC1CCc2sc(C(=O)NCc3ccc(F)cc3)cc2C1 (stereo not given)	1.3%	14.1%	-5.1%	1.3	-25.6%	26.7%	12.8%	-0.5%	-5.8%
O=C(NN=C1CCCC1)c1cc(Cl)cc(Cl)c1O	-5.2%	.	13.2%	.	-19.1%	4.3%	.	-7.1%	.
O=C(NCCCn1ccnc1)/C(=C\c1cccnc1)NC(=O)c1ccco1	5.9%	1.3%	1.0%	1.1	-5.2%	0.1%	-1.4%	-2.0%	-0.8%
O=C(N=C1SC2CS(=O)(=O)CC2N1c1ccc(Br)cc1)C1CCCO1 (stereo not given)	4.9%	.	1.1%	.	-17.0%	3.7%	.	-4.2%	.
Cc1cccc(C)c1NC(=O)c1cc(-c2ccccn2)nc2ccccc12	-6.4%	0.9%	10.4%	1.1	-37.2%	2.0%	-7.2%	2.3%	-1.3%
COc1cc(/C=N/NC(=O)Cn2nnc3ccccc32)ccc1O	-17.1%	-2.7%	-12.6%	1.1	-13.6%	1.4%	-9.3%	-5.3%	-2.3%
CCc1ccc(-n2c(SCC(=O)Nc3ccc(C(=O)O)cc3)nnc2-c2ccncc2)cc1	2.3%	.	4.8%	.	-12.5%	-2.2%	.	-7.0%	.
Cc1ccc(C2c3c(C)nn(-c4ccc([N+](=O)[O-])cc4)c3N=C3C(=O)Nc4ccccc4N32)cc1 (stereo not given)	16.4%	19.9%	-9.4%	0.9	-25.3%	-1.1%	9.4%	4.4%	-4.8%
CCCN1C(=O)/C(=C/c2ccc(N3CCCC3)c(C)c2)NC1=S	-38.8%	15.9%	-4.7%	0.6	24.8%	6.0%	15.8%	8.3%	-13.1%
CCCN(CCC)S(=O)(=O)c1ccc(C(=O)Nc2nc(-c3ccccc3)c(C(=O)OCC)s2)cc1	18.2%	-8.2%	13.5%	0.9	27.9%	1.1%	-32.0%	0.6%	-2.0%
COC(=O)c1ccc(NC(=O)C2CCN(C(=O)c3cc(OC)c(OC)c(OC)c3)CC2)cc1	-3.6%	15.2%	18.3%	1	-14.6%	-2.9%	16.0%	-4.8%	-3.6%
CCOC(=O)N1CCN(C(=O)c2ccccc2NC(C)=O)CC1	-22.9%[20 µM]	.	6.3%	1	-21.5%	.	.	-3.2%	-10.7%
O=C(O)c1ccc(N/N=C/C=C/c2ccc([N+](=O)[O-])o2)cc1	14.4%	.	-6.6%	.	-5.6%	2.6%	.	-3.7%	.
Brc1ccc(CNCc2cccs2)cc1	-12.5%	-16.9%	3.5%	1.1	-20.2%	-0.1%	-15.8%	-9.1%	-3.5%
CCOC1(c2ccccc2)OC(=O)c2ccccc21 (stereo not given)	30.2%	8.8%	24.1%	1.1	-8.4%	4.3%	6.1%	-7.2%	-6.1%
CCCCCCN1C(=O)C(O)=C(C(C)=O)C1c1ccccc1[N+](=O)[O-] (stereo not given)	0.0%[20 µM]	30.7%	1.0%	1	6.4%	-6.7%	5.9%	-6.1%	-5.8%
O=C(Nc1ccc(C(=O)N2CCCCC2)cc1)c1ccc([N+](=O)[O-])cc1	0.3%	.	0.5%	.	-33.6%	-0.7%	.	1.0%	.
CC(C)C[C@H](NC(=O)NCc1ccc(F)cc1)C(=O)O	-3.8%	.	-3.0%	.	-11.0%	-3.3%	.	-6.5%	.
CCOC(=O)C(C)n1cnc2scc(-c3ccc(C)cc3)c2c1=O (stereo not given)	-9.1%	.	-1.0%	.	-27.4%	0.3%	.	-11.2%	.
CCOc1ncccc1C(=O)Nc1ccccc1C(=O)NCc1ccc2c(c1)OCO2	-22.4%	-3.8%	7.7%	1.1	32.4%	7.8%	1.3%	-4.6%	-3.4%
O=C(Nc1c(C(=O)O)oc2ccc(Br)cc12)c1ccccc1	1.4%	-5.6%	-13.4%	1.1	-14.1%	15.4%	-4.1%	-3.4%	-2.0%
CCc1ccc(NC(=O)Nc2cnccn2)cc1	4.6%	.	-26.5%	.	-65.9%	-2.1%	.	-6.9%	.
COc1ccc(OC)c(S(=O)(=O)NCc2ccccc2)c1	1.2%	-6.0%	-2.8%	1.2	3.4%	13.4%	-0.8%	0.0%	-7.1%
CC(C)CCn1c(SCc2ccc(Cl)cc2)nc2c1c(=O)[nH]c(=O)n2C	-17.3%	5.8%	6.7%	1.1	26.1%	4.3%	11.9%	3.0%	-4.2%
O=C1c2cc(F)ccc2-n2c1nc1ccccc1c2=O	-40.7%	.	63.4%*	.	18.0%	-2.1%	.	-1.5%	.
COn1c(=O)c(-c2cccs2)[n+]([O-])c2ccccc21	32.3%	12.0%	-5.6%	1	5.8%	-0.6%	8.1%	-5.3%	-3.3%
CCSC1(SCC)N=C(N)C2(C#N)C(c3ccccc3)NC3=C(CCC3)C12C#N (stereo not given)	-13.2%	-8.5%	12.5%	1.1	48.2%	-3.2%	1.8%	-7.9%	-1.3%
NCCC(=O)N1c2ccccc2Sc2ccc(Cl)cc21	24.5%	.	-75.6%	.	49.2%	-3.1%	.	-4.2%	.
